Source: PubChem (Broad Institute)
U2OS ROS induce: inducers of reactive oxygen species in cancer cells; U2OS ROS induction, H2DCF-DA fluorescence; 2% of 46,000 active; AID 624156; ROS induction (% of piperlongumine), % at 10 µM; in the data active = ROS induction above about 79%, passing the limit was not always enough; inconclusive = no clear call, values can overlap the other calls;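 note: 0% = DMSO vehicle median and 100% = reference compound median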
An asterisk follows results filed as active; ? = inconclusive. The list is partial, so the mix of outcomes need not match the whole.

SMILES	U2OS ROS induce
O=C(CC1(O)C(=O)N(Cc2ccc(Cl)c(Cl)c2)c2ccccc21)c1cccc([N+](=O)[O-])c1 (stereo unspecified)	35
C[C@H](CO)N1C[C@H](C)[C@@H](CN(C)C)Oc2ccc(NS(C)(=O)=O)cc2C1=O	-5
COc1ccc(C2C(C(=O)c3ccc(F)cc3)C(=O)C(=O)N2c2nnc(C)s2)cc1OC (stereo unspecified)	-11
C[C@@H]1CN([C@H](C)CO)C(=O)c2cc(NC(=O)Nc3ccccc3)ccc2O[C@@H]1CN(C)CC1CCCCC1	8
Cc1noc(C)c1S(=O)(=O)N(C)C[C@H]1Oc2ccc(NS(=O)(=O)c3ccccc3)cc2CC(=O)N([C@H](C)CO)C[C@H]1C	1
Cc1noc(C)c1S(=O)(=O)Nc1ccc2c(c1)C(=O)N([C@H](C)CO)C[C@@H](C)[C@@H](CN(C)C(=O)NC1CCCCC1)O2	23
Cc1ccc(S(=O)(=O)N(C)C[C@@H]2Oc3ccc(NS(=O)(=O)c4c(C)noc4C)cc3C(=O)N([C@H](C)CO)C[C@H]2C)cc1	-5
C[C@@H]1CN([C@@H](C)CO)C(=O)c2cccc(NC(=O)C3CC3)c2O[C@@H]1CN(C)C(=O)Nc1cccc2ccccc12	-9
Cc1c(NC(=O)CN(c2ccc(F)c(Cl)c2)S(C)(=O)=O)cccc1[N+](=O)[O-]	53
CCOC(=O)c1c(NC(=O)c2ccc(Cn3cc(Cl)cn3)o2)sc2c1CCCCC2	-1
CC(C)OC(=O)N(C)c1ccc(C(O)(C(F)(F)F)C(F)(F)F)cc1	-12
CCn1c(SCC(=O)Nc2ccc(F)c(F)c2)nnc1-c1ccncc1	-5
Cc1noc(C)c1NC(=O)N(C)C[C@H]1Oc2c(NS(=O)(=O)c3cn(C)cn3)cccc2C(=O)N([C@H](C)CO)C[C@@H]1C	-16
C[C@@H]1CN([C@H](C)CO)C(=O)c2cc(NC(=O)C3CCCCC3)ccc2O[C@@H]1CN(C)Cc1ccc(-c2ccccc2)cc1	5
C[C@H]1CN([C@@H](C)CO)C(=O)c2cccc(NS(=O)(=O)c3ccc(Cl)cc3)c2O[C@@H]1CN(C)CC1CC1	2
C[C@@H]1CN([C@@H](C)CO)C(=O)c2cc(NC(=O)c3ccncc3)ccc2O[C@@H]1CN(C)C(=O)Nc1ccc(C(F)(F)F)cc1	18
COc1ccc(NC(=O)N(C)C[C@@H]2Oc3ccc(NC(=O)Nc4cccc5ccccc45)cc3C(=O)N([C@H](C)CO)C[C@@H]2C)cc1	5
C[C@H]1CN([C@@H](C)CO)C(=O)c2cccc(NC(=O)C3CCCCC3)c2O[C@H]1CN(C)S(C)(=O)=O	-11
COc1ccc(CN(C)C[C@H]2Oc3ccc(NC(=O)C4CCCCC4)cc3C(=O)N([C@@H](C)CO)C[C@H]2C)cc1	-5
COc1ccc(S(=O)(=O)Nc2ccc3c(c2)C(=O)N([C@@H](C)CO)C[C@H](C)[C@@H](CN(C)S(=O)(=O)c2ccc(C)cc2)O3)cc1	4
Cc1onc(-c2ccccc2)c1NC(=O)N(Cc1ccccc1)C(C)C	-1
COc1ccc(CN(C)C[C@H]2Oc3ccc(NS(=O)(=O)c4cn(C)cn4)cc3C(=O)N([C@@H](C)CO)C[C@H]2C)cc1	21
Cc1cc(C(=O)Nc2cccc3c2O[C@@H](CN(C)C(=O)Nc2cccc4ccccc24)[C@H](C)CN([C@@H](C)CO)C3=O)n(C)n1	-7
N#CC(C(=Nc1ccccc1)SCc1ccc(Cl)cc1)c1nc2ccccc2[nH]1 (stereo unspecified)	-11
CN(C)c1nc(-c2ccc(Cl)cc2)[nH]c(=O)n1	1
C[C@H]1CN([C@@H](C)CO)C(=O)Cc2cc(NS(=O)(=O)c3cccs3)ccc2O[C@H]1CN(C)C(=O)Nc1cccc2ccccc12	19
O=C(c1cccs1)c1coc2ccc(O)c(CN(CCO)CCO)c12	12
C[C@@H]1CN([C@@H](C)CO)C(=O)c2cccc(NC(=O)CCCCCC(=O)Nc3ccccc3N)c2O[C@H]1CN(C)CC1CC1	27
N#CC1=C(N)S[C@H](C(=O)c2ccccc2)[C@H]1c1ccc(Br)c(F)c1	52
CC(=O)Nc1ccc(NC(=O)CN(c2cccc(C(F)(F)F)c2)S(C)(=O)=O)cc1	13

Random excerpt: 3 records from the list, in no set order.
SMILES	U2OS ROS induce
CC(=O)Nc1ccc(NC(=O)CN(c2cccc(C(F)(F)F)c2)S(C)(=O)=O)cc1	13
C[C@H]1CN([C@@H](C)CO)C(=O)Cc2cc(NS(=O)(=O)c3cccs3)ccc2O[C@H]1CN(C)C(=O)Nc1cccc2ccccc12	19
Cc1onc(-c2ccccc2)c1NC(=O)N(Cc1ccccc1)C(C)C	-1

Carrying on.
SMILES	U2OS ROS induce
NCCNS(=O)(=O)c1cccc2cnccc12	-9
CC[C@]1(O)C[C@H]2CN(CCc3c([nH]c4ccccc34)[C@@](C(=O)OC)(c3cc4c(cc3OC)N(C=O)[C@H]3[C@@](O)(C(=O)OC)[C@H](OC(C)=O)[C@@]5(CC)C=CCN6CC[C@]43[C@@H]65)C2)C1	43
O=C1C=CC(=C(c2ccc(O)cc2)c2ccc(O)cc2)C=C1	4
C[C@@H]1CCCCO[C@@H](CN(C)Cc2ccc(Cl)c(Cl)c2)[C@@H](C)CN([C@H](C)CO)C(=O)c2cc(NS(=O)(=O)c3ccccc3)ccc2O1	0
Cc1ccc(-c2nnc(N3CCN(C(=O)CSc4ncn[nH]4)CC3)c3ccccc23)cc1	14
COc1ccc(S(=O)(=O)N2Cc3ccccc3CC2C(=O)N2CCCCC2)cc1 (stereo unspecified)	-11
Cc1noc(C)c1S(=O)(=O)Nc1ccc2c(c1)C(=O)N([C@@H](C)CO)C[C@H](C)[C@H](CN(C)Cc1ccc(C(F)(F)F)cc1)O2	?
Cc1noc(C)c1S(=O)(=O)Nc1cccc2c1O[C@H](CN(C)S(=O)(=O)c1ccc(F)cc1)[C@H](C)CN([C@@H](C)CO)C2=O	-10
Cc1ccc(S(=O)(=O)Nc2ccc3c(c2)C(=O)N([C@@H](C)CO)C[C@H](C)[C@@H](CN(C)Cc2ccccc2)O3)cc1	8
O=C(NC1CC2CCC1C2)c1ccc(CN2CCOCC2)cc1 (stereo unspecified)	-8
C[C@@H]1CN([C@H](C)CO)C(=O)Cc2cc(NS(=O)(=O)c3ccc(Cl)cc3)ccc2O[C@@H]1CN(C)C(=O)Nc1ccccc1	0
Cc1ccc(S(=O)(=O)N(C)C[C@H]2Oc3c(NC(=O)Nc4ccc5c(c4)OCO5)cccc3C(=O)N([C@@H](C)CO)C[C@@H]2C)cc1	9
C[C@H](CO)N1C[C@H](C)[C@H](CN(C)C(=O)Nc2ccccc2)Oc2c(NC(=O)C3CCCCC3)cccc2C1=O	0
COc1cc(/C=C2\SC(=S)NC2=O)ccc1OCc1cccc2ccccc12	22
COc1ccc(NC(=O)Nc2ccc3c(c2)C(=O)N([C@H](C)CO)C[C@H](C)[C@@H](CN(C)C(=O)NC(C)C)O3)cc1	-13
CC1CC(=O)C2=C(C1)C1OC1C1(O)C2C(=O)c2cccc(O)c2C1O (stereo unspecified)	-8
C[C@@H]1CN([C@H](C)CO)C(=O)c2cc(NC(=O)Cn3cnnn3)ccc2O[C@H]1CN(C)CC1CCCCC1	-2
CCOC(=O)c1c(-c2ccccc2)csc1NC(=O)Cn1cnc2ccccc2c1=O	-7
C[C@@H]1CN([C@H](C)CO)C(=O)c2cccc(NC(=O)Nc3ccc(C(F)(F)F)cc3)c2O[C@H]1CN(C)Cc1ccc(C(F)(F)F)cc1	22
C[C@H](CO)N1C[C@H](C)[C@@H](CN(C)C(=O)NC2CCCCC2)Oc2ccc(NC(=O)CCN3CCOCC3)cc2C1=O	-8

Of the compounds above, these contain a cyano group:
SMILES	U2OS ROS induce
N#CC(C(=Nc1ccccc1)SCc1ccc(Cl)cc1)c1nc2ccccc2[nH]1 (stereo unspecified)	-11
N#CC1=C(N)S[C@H](C(=O)c2ccccc2)[C@H]1c1ccc(Br)c(F)c1	52

Following part
SMILES	U2OS ROS induce
CCN1/C(=C2\C(=O)N(C)C(=S)N2c2ccccc2)C=Cc2ccccc21	12
COc1ccccc1CC(=O)NC1CCCC1	12
N#Cc1cc2c(nc1SCC(=O)Nc1cc(C(F)(F)F)ccc1Cl)CCCCC2	-5
C[C@@H]1CN([C@@H](C)CO)C(=O)c2cccc(NC(=O)C3CCOCC3)c2O[C@H]1CN(C)S(=O)(=O)c1ccc(Cl)cc1	-15
COc1ccc(S(=O)(=O)N(C)C[C@@H]2Oc3ccc(NC(=O)Cc4cn(C)c5ccccc45)cc3CC(=O)N([C@@H](C)CO)C[C@@H]2C)cc1	3
COc1ccc(S(=O)(=O)N(C)C[C@H]2Oc3ccc(NC(=O)Nc4ccc(F)cc4)cc3CC(=O)N([C@H](C)CO)C[C@H]2C)cc1	-4
c1ccc(-n2c(SCc3nc4ccccc4s3)nnc2-c2ccncc2)cc1	58
COC(=O)c1ccc(N(Cc2ccccc2)S(=O)(=O)c2ccccc2)cc1	10
C[C@@H]1CCCCO[C@@H](CN(C)S(=O)(=O)c2cn(C)cn2)[C@@H](C)CN([C@H](C)CO)C(=O)c2cc(NC(=O)CCC(F)(F)F)ccc2O1	-17
CC(C)NC(=O)Nc1ccc2c(c1)CC(=O)N([C@H](C)CO)C[C@H](C)[C@H](CN(C)Cc1ccc(C(=O)Nc3ccccc3N)cc1)O2	17
COc1cccc(S(=O)(=O)N(C)C[C@H]2OCc3cn(nn3)CCCC(=O)N([C@H](C)CO)C[C@@H]2C)c1	5
Oc1ccc2ccccc2c1C=NCc1cccnc1	-9
C[C@H](CO)N1C[C@H](C)[C@H](CN(C)Cc2ccncc2)Oc2c(NC(=O)C3CCCCC3)cccc2C1=O	-19
C[C@H](CO)N1C[C@H](C)[C@@H](CN(C)Cc2ccc(Oc3ccccc3)cc2)Oc2c(NC(=O)c3nc4ccccc4s3)cccc2C1=O	39
CC(=O)Nc1ccc(S(=O)(=O)Nc2ccc([N+](=O)[O-])cc2)cc1	0
O=C(O)C1C2C=CC(O2)C1C(=O)Nc1ccc(Oc2ccc(Cl)cc2)cc1 (stereo unspecified)	9
C[C@@H]1Cc2c(O)c(O)cc(O)c2C(=O)O1	-6
NS(=O)(=O)c1ccc(CCNC(=O)c2cccnc2)cc1	-9
C[C@@H]1CCCCO[C@H](CN(C)S(=O)(=O)c2ccc(F)cc2)[C@@H](C)CN([C@H](C)CO)C(=O)c2cc(NC(=O)Cc3ccccc3)ccc2O1	19
CC(C)=CCc1c(O)cc(O)c2c(=O)cc(-c3ccc(O)cc3)oc12	19
CNC[C@H]1Oc2c(NS(=O)(=O)c3cn(C)cn3)cccc2C(=O)N([C@H](C)CO)C[C@@H]1C	-7
COc1ccc(NC(=O)Nc2ccc3c(c2)C(=O)N([C@@H](C)CO)C[C@@H](C)[C@H](CN(C)Cc2ccccc2)O3)cc1	-13
CC1=C(C)CC(C(=O)Nc2ccc(-n3cnnn3)c(C)c2)C(C(=O)O)C1 (stereo unspecified)	16
CSc1nc(CSc2ccc(Cl)cc2)nc(C2CC2)c1C#N	48
COc1ccc(OC)c(S(=O)(=O)N(C)CC(=O)N2CCN(c3ccc(F)cc3)CC2)c1	25
Cc1ccc(S(=O)(=O)N(C)C[C@@H]2Oc3ccc(NS(=O)(=O)c4ccccc4)cc3CC(=O)N([C@H](C)CO)C[C@H]2C)cc1	3
NC(=O)N/N=C/c1ccc([N+](=O)[O-])o1	5
Cc1nnc(SCc2ccc(F)cc2)s1	-7
C[C@@H]1CN([C@H](C)CO)C(=O)c2cccc(NC(=O)Nc3cccc4ccccc34)c2O[C@@H]1CN(C)S(=O)(=O)c1ccc(F)cc1	8
COc1cccc(NC(=O)c2ccc(-c3cccc(Cl)c3C)o2)c1	19

4 compounds already listed, arranged by number of heavy atoms, smallest number first:
SMILES	U2OS ROS induce
CCN1/C(=C2\C(=O)N(C)C(=S)N2c2ccccc2)C=Cc2ccccc21	12
CC(=O)Nc1ccc(NC(=O)CN(c2cccc(C(F)(F)F)c2)S(C)(=O)=O)cc1	13
C[C@H](CO)N1C[C@H](C)[C@@H](CN(C)C(=O)NC2CCCCC2)Oc2ccc(NC(=O)CCN3CCOCC3)cc2C1=O	-8
Cc1noc(C)c1S(=O)(=O)Nc1ccc2c(c1)C(=O)N([C@@H](C)CO)C[C@H](C)[C@H](CN(C)Cc1ccc(C(F)(F)F)cc1)O2	?

(more compounds)
SMILES	U2OS ROS induce
COc1ccc(S(=O)(=O)Nc2ccc3c(c2)C(=O)N([C@H](C)CO)C[C@H](C)[C@H](CN(C)Cc2ccc(C(F)(F)F)cc2)OCCCC[C@@H](C)O3)cc1	66
CC(=O)c1cccc(NC(=O)Cn2nc(C)c([N+](=O)[O-])c2C)c1	-6
COc1ccc(CN(C)C[C@@H]2Oc3ccc(NC(=O)Nc4ccc5c(c4)OCO5)cc3C(=O)N([C@H](C)CO)C[C@@H]2C)cc1	10
CC(C)NC(=O)Nc1ccc2c(c1)C(=O)N([C@H](C)CO)C[C@@H](C)[C@H](CN(C)Cc1ccc(Oc3ccccc3)cc1)O2	27
COc1cc(NC(=O)COc2ccc(Cl)cc2Cl)c2ncccc2c1	-5
COc1cc(Cl)c(C(F)(F)F)cc1NC(=O)c1c(OC)cccc1OC	9
C[C@@H]1CN([C@H](C)CO)C(=O)Cc2cc(NC(=O)Nc3ccc4c(c3)OCO4)ccc2O[C@H]1CN(C)Cc1ccc(Cl)c(Cl)c1	11
CCCCN(CCCC)c1ccc(/C=N/NC(=O)c2ccccc2O)cc1	-10
COc1ccc(CCNC(=O)c2nc(SC)ncc2Cl)cc1OC	-3
CNC(=O)CSc1c(-c2cccs2)[nH]c2ccccc12	31
C[C@@H]1CN([C@@H](C)CO)C(=O)c2cc(NC(=O)c3ccncc3)ccc2O[C@H]1CN(C)Cc1ccc2c(c1)OCO2	0
COc1ccc(NC(=O)N(C)C[C@H]2Oc3ccc(NC(=O)CCCCCC(=O)Nc4ccccc4N)cc3CC(=O)N([C@H](C)CO)C[C@H]2C)cc1	2
